Compound activity as filed in PubChem BioAssay.
GPR55 antagonists: GPR55 antagonists blocking LPI-driven arrestin recruitment, primary screen, imaging, U2OS, beta-arrestin-GFP, LPI agonist (AID 2013); G-protein coupled receptor 55 (Homo sapiens); U2OS GPR55 beta-arrestin-GFP translocation imaging, LPI antagonism; higher % means a stronger effect; one-dose inhibition, % at 10 µM; IC50 in µM for titrated hits; 290,000 tested, 0.13% active;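 active means spots per cell inhibited over 60%, with over 100 cells counted and total cytoplasm intensity under 500,000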;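 further: U2OS cells stably carrying GPR55 and arrestin-GFP stimulated by 5 µM LPI near EC80; imaged beta-arrestin-GFP aggregate spots per cell after agonist stimulation; plate controls were LPI-stimulated DMSO wells for no effect and DMSO wells without LPI for full effect; some results filed as inactive read as strong as hits; confirmed hits need IC50 under 10 µM and bright autofluorescent wells are also inconclusive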
NTR1 ag: agonists of NTR1, primary screen, imaging, U2OS cells, beta-arrestin-GFP, high content (AID 493036). 330,000 tested, 0.17% active. NTR1-U2OS beta-arrestin-GFP spot imaging, agonist mode. Neurotensin receptor type 1 (Homo sapiens), P30989. activation, % at 20 µM;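 active means activation at or above 40% of the spot to cytoplasm intensity ratio, with at least 20 cells analyzed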;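 further: 0% = DMSO without peptide and 100% = 100 nM NTR1 peptide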
Target sequence (P30989 whole entry, looked up): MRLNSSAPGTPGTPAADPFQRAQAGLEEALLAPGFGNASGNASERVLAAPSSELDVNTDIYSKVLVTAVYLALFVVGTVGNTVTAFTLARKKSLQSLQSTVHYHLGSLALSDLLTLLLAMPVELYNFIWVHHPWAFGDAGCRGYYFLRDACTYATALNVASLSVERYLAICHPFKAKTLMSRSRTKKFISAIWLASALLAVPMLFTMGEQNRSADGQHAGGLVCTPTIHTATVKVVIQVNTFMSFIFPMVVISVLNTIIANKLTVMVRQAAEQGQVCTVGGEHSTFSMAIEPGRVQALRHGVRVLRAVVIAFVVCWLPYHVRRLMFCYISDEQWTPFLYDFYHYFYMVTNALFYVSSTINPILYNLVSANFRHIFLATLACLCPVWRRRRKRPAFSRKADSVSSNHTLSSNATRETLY
T cell HTS: modulators of CD8 T cell-vesicle binding, primary screen, mouse 2C CD8+ T cells, flow cytometry; 2C CD8+ T cell-vesicle binding; stronger effect = lower value; calls only at 7 µM; 330,000 tested, 0.068% active; AID 2052, 2009;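 active means response, share of CD8 T cells binding vesicles, and their 90th percentile fluorescence all below set limits, cut at about 80% in these data, passing the limit was not always enough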
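System: murine 2C transgenic CD8+ T lymphocytes; also added: QL9-loaded Drosophila micro-vesicles; times: binding 1.5 h at 37 °C; measured by: flow cytometry, PE anti-B7-1 (FL2) versus Alexa647 anti-CD8 (FL8), PFA-fixed; control set: Peptide-free naked vesicles (low) and QL9 vesicles with 0.7% DMSO vehicle (high)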
KOR beta-arrestin-1: KOR antagonists, beta-arrestin recruitment, cell-based, luminescence, uHTS (AID 1778) | KOR beta-arrestin recruitment, luminescence, antagonist mode; higher % means a stronger effect | one-dose inhibition, % at 10 µM; IC50 in µM for titrated hits | Kappa-type opioid receptor (Homo sapiens) | 290,000 tested, 0.091% active; further: strong numbers were not always called active
NOD1 inhibition: NOD1 signaling inhibitors, primary screen, cell-based, luminescence, uHTS (AID 1578); NOD1-driven NF-kB luciferase reporter cells, luminescence; higher % means a stronger effect; one-dose inhibition, % at 4 µM; EC50 in µM for titrated hits; 290,000 tested, 1% active; in the data active means inhibition mostly above about 36%, no sharp cut-off; inactive means mostly below about 34%;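 further: HEK-293T reporter cells stimulated with the NOD1 agonist gamma-tri-DAP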
Myeloid diff 2: induction of myeloid progenitor differentiation, primary screen, cell-based, flow cytometry, MLPCN library; ER-HoxA9 myeloid progenitors, lysozyme-GFP differentiation; AID 624256, 2012; calls only at 10 µM; 360,000 tested, 1% active;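 active means normalized GFP-positive differentiation at or above the plate's own cutoff, the solvent-only control mean plus 3 SD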;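 further: cells exposed to compound for four days before flow analysis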
KOR beta-arrestin-2: KOR agonists, beta-arrestin recruitment, primary screen, cell-based, luminescence, uHTS (AID 1777); Kappa-type opioid receptor (Homo sapiens); KOR beta-arrestin recruitment, luminescence; higher % means a stronger effect; activation, % at 10 µM; hits with a dose series show EC50 in µM; 280,000 tested, 0.02% active; in the data active means activation above about 50%, passing the limit was not always enough; further: a part of the inactive calls stands beside numbers as strong as those of hits
HEK293 NOD2/NF-kB: NOD2 signaling inhibitors, cell-based, luminescence, uHTS, HEK293 (AID 1566); HEK293 NOD2/NF-kB luciferase reporter, luminescence; higher % means a stronger effect; inhibition, % at 4 µM; hits with a dose series show EC50 in µM; 290,000 tested, 0.63% active; further: many of its hits are not listed in these tables
GPR55 activation: GPR55 agonists via beta-arrestin recruitment, primary screen, imaging, U2OS cells, beta-arrestin-GFP redistribution (AID 1961); U2OS GPR55 beta-arrestin-GFP redistribution imaging; higher % means a stronger effect; activation, % at 10 µM; hits with a dose series show EC50 in µM; 290,000 tested, 0.048% active;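 active means activation above 40% with more than 50 cells counted in the well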;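 further: U2OS osteosarcoma cells stably expressing GPR55 and beta-arrestin-GFP; plate controls were DMSO negative control for no effect and LPI positive control for full effect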
T cell HTS vesicle-bound %: also measured in T cell HTS; calls as there; double positive events, %; measured here: CD8+ vesicle-bound cell fraction;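 binding gate set so that unloaded-vesicle control wells show 10% double positive cells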
NTR1 ag cell count 20 µM: further read-out of NTR1 ag, marked with its call; cell count; measured here: cell count, cytotoxicity flag
Myeloid diff 2 GFP+ MAC1+ %: further read-out of Myeloid diff 2, marked with its call; GFP+ MAC1+ double positive, %; measured here: differentiation confirmed by MAC1 staining
The depositor's hits bear a star; i = inactive; / = not tested or not shown; + = active, no number. Unless noted, no stated cut-off is given here; in the data, active means inhibition above about 50%; inactive means the rest.

SMILES	GPR55 antagonists	NTR1 ag	NTR1 ag cell count 20 µM	T cell HTS	T cell HTS vesicle-bound %	KOR beta-arrestin-1	NOD1 inhibition	Myeloid diff 2	Myeloid diff 2 GFP+ MAC1+ %	KOR beta-arrestin-2	HEK293 NOD2/NF-kB	GPR55 activation
CCOc1ccc(CN(C)C(C)C(=O)Nc2ccc([N+](=O)[O-])cc2Cl)cc1OC (stereo unspecified)	9.5%	1.0	42	i	48.3	-7.0%	6.5%	i	0.5	-0.3%	-132.0%	-0.3%
CCSC1=N/C(=C\c2ccc(OC)cc2)C(=O)N1	8.4%	1.9	70	i	60.9	/	16.9%	i	0.2	3.4%	13.0%	-0.2%
CCc1ccc(-c2nc(CS(=O)CC(=O)NCCCN3CCOCC3)c(C)o2)cc1 (stereo unspecified)	2.6%	-0.2	62	i	25.4	24.1%	-17.6%	i	1.6	0.5%	9.8%	0.4%
Cc1c(OCc2ccc(C(=O)O)o2)ccc2c3c(c(=O)oc12)CCC3	5.7%	-0.6	59	i	26.9	-15.1%	-61.6%	i	1.0	-0.8%	-38.0%	-0.2%
S=C(NCCc1ccccc1)NC1CC2CCC(C1)N2Cc1ccccc1 (stereo unspecified)	20.1%	-0.8	50	i	50.0	-31.4%	-55.9%	i	0.3	0.1%	-7.1%	-0.1%
CCCN(C(=O)c1ccccc1N)c1c(C)n(C)n(-c2ccccc2)c1=O	7.6%	-1.1	86	i	54.9	-9.2%	-18.8%	i	0.8	0.8%	3.3%	0.2%
Cn1c(=N)n(CC(=O)c2ccc(F)cc2)c2ccccc21	3.9%	0.7	62	i	37.7	32.1%	-1.3%	i	0.5	-6.6%	-151.5%	0.0%
COc1cc(C(=O)OCc2ccc(C)cc2)cc(NC(=O)c2cccs2)c1OC	5.6%	0.4	85	i	48.4	8.7%	-20.7%	i	0.2	4.0%	-4.1%	-0.1%
C[C@H](NC(=O)c1nc[nH]c1C(=O)N[C@@H](Cc1ccccc1)C(=O)OC(C)(C)C)c1ccccc1	36.4%	29.9	54	i	41.2	6.3%	-11.7%	i	1.3	-3.7%	2.7%	0.5%
Cc1cc(NS(=O)(=O)c2ccc(NC(=O)COc3ccccc3C(C)C)cc2)no1	1.5%	1.9	59	i	36.8	1.1%	-9.2%	i	2.5	-3.5%	-0.3%	0.3%
CCCCN(C)C(=O)Cc1c(OC)ccc2cc(Br)ccc12	4.5%	3.9	45	i	50.6	-22.6%	-33.4%	i	0.8	6.0%	10.5%	-0.3%
O=C1CC(/C=C/c2ccccn2)=Nc2ccccc2N1	9.9%	0.6	34	i	34.8	19.5%	-8.2%	i	0.2	-1.8%	-34.7%	0.5%
O=C(COC(=O)CCc1c[nH]c(=O)[nH]1)Nc1ccccc1Cl	-1.4%	-1.3	91	i	41.4	-16.9%	-23.7%	i	0.9	-5.4%	-3.0%	-0.1%
CC1CCN(C(=O)COc2ccccc2F)CC1	-1.7%	-0.3	42	i	32.6	-33.9%	-28.3%	i	0.9	21.0%	-1.2%	-0.2%
CCc1ccc(NC(=O)C(=O)NNC(=O)c2ccc(OC)cc2)cc1	-8.6%	-0.5	48	i	23.1	-37.5%	6.5%	i	0.8	3.3%	16.0%	-0.4%
COC(=O)c1ccccc1CSc1nsc(C)c1C#N	15.1%	-0.5	88	i	47.8	6.9%	-3.4%	i	0.5	-7.8%	17.9%	0.0%
CCNC(=O)C1CCCN1S(=O)(=O)c1ccc(OC)cc1 (stereo unspecified)	5.6%	-0.5	73	i	29.0	-11.6%	-21.5%	i	1.4	4.9%	4.0%	-0.2%
CCOC(=O)c1c(-c2ccccc2)csc1NC(=O)/C(C#N)=C/c1ccc(OC)c(OC)c1	12.8%	4.3	48	i	38.5	-21.5%	20.8%	+	2.8*	1.0%	30.3%	0.4%
Cc1ccc(-c2nn(-c3cccc(F)c3)cc2CNCCc2ccncc2)o1	0.2%	-1.7	78	i	25.3	-30.9%	-35.8%	i	0.3	0.7%	9.7%	1.1%
Cc1cc(C)nc(N2CCN(c3ncnc4c3oc3ccccc34)CC2)n1	7.4%	/	/	/	/	-3.3%	-23.1%	/	/	6.1%	-0.3%	0.9%

Part of the list above in order of length of the SMILES, high to low.
SMILES	GPR55 antagonists	NTR1 ag	NTR1 ag cell count 20 µM	T cell HTS	T cell HTS vesicle-bound %	KOR beta-arrestin-1	NOD1 inhibition	Myeloid diff 2	Myeloid diff 2 GFP+ MAC1+ %	KOR beta-arrestin-2	HEK293 NOD2/NF-kB	GPR55 activation
CCNC(=O)C1CCCN1S(=O)(=O)c1ccc(OC)cc1 (stereo unspecified)	5.6%	-0.5	73	i	29.0	-11.6%	-21.5%	i	1.4	4.9%	4.0%	-0.2%
O=C1CC(/C=C/c2ccccn2)=Nc2ccccc2N1	9.9%	0.6	34	i	34.8	19.5%	-8.2%	i	0.2	-1.8%	-34.7%	0.5%
COC(=O)c1ccccc1CSc1nsc(C)c1C#N	15.1%	-0.5	88	i	47.8	6.9%	-3.4%	i	0.5	-7.8%	17.9%	0.0%

Later entries.
SMILES	GPR55 antagonists	NTR1 ag	NTR1 ag cell count 20 µM	T cell HTS	T cell HTS vesicle-bound %	KOR beta-arrestin-1	NOD1 inhibition	Myeloid diff 2	Myeloid diff 2 GFP+ MAC1+ %	KOR beta-arrestin-2	HEK293 NOD2/NF-kB	GPR55 activation
CCOC(=O)C(C)Oc1cccc2c(=O)n(CC(=O)NCCc3ccc(OC)c(OC)c3)ccc12 (stereo unspecified)	8.3%	-1.5	58	i	22.5	2.0%	-19.6%	i	2.6	-1.0%	13.6%	1.3%
COc1ccc(-c2[nH]ncc2/C=N\NS(=O)(=O)c2ccccc2)cc1OC	-17.8%	0.5	45	i	39.3	35.5%	1.4%	i	1.2	-10.2%	10.2%	-0.1%
Cc1[nH]c2ccccc2c1C(=O)CN1CCC(C)CC1	16.2%	-0.6	60	i	23.5	19.0%	-0.6%	i	0.8	-3.6%	1.2%	0.0%
O=C(Cc1csc(N2CCOCC2)n1)N/N=C/c1ccc(F)cc1	-4.0%	-1.4	75	i	26.1	-7.7%	-21.9%	i	0.4	-1.3%	4.2%	0.0%
Cc1ccccc1C1C(C#N)=C2N=C(N)c3ccccc3N2C2=C1C(=O)CCC2 (stereo unspecified)	5.7%	1.0	67	i	5.6	20.7%	-5.3%	i	0.4	-1.5%	12.6%	0.3%
O=C(OCC(=O)N1CCc2ccccc21)c1ccc[n+]([O-])c1	2.8%	0.9	51	i	8.2	9.2%	4.6%	i	0.4	-2.0%	7.3%	0.2%
CCCCCCCCOC(=O)C1=C(C)Nc2nnnn2C1c1cccs1 (stereo unspecified)	9.9%	19.3	95	i	22.9	-8.0%	22.1%	i	0.7	1.3%	24.1%	-0.1%
Cc1ccc(C(C(=O)NC(C)(C)C)N(Cc2cccs2)C(=O)c2ccc3c(c2)OCCO3)cc1 (stereo unspecified)	4.3%	-1.3	74	i	57.7	-13.7%	3.8%	i	0.9	-0.9%	1.3%	-0.4%
O=C(O)C1C2C=CC(C3CC23)C1C(=O)NCCc1ccccc1 (stereo unspecified)	-9.1%	0.6	36	i	11.7	1.8%	-23.8%	i	0.7	1.5%	-27.8%	-0.1%
Cc1cc(S(=O)(=O)N2CCOCC2)ccc1OCC(=O)Nc1ccc(F)cc1	11.1%	-1.6	44	i	21.3	-33.1%	-21.3%	i	0.1	-1.2%	3.0%	-0.2%
NC(=O)Cn1cc(/C=N\NS(=O)(=O)c2ccc(Cl)cc2)c2ccccc21	1.1%	0.8	65	i	13.4	-1.0%	-14.1%	i	6.2	1.2%	0.5%	0.0%
CSc1n[nH]c(NC2=CC(=O)CCC2)n1	-5.0%	0.0	88	i	14.4	9.7%	20.6%	i	0.5	3.5%	-8.7%	-0.2%
COC(=O)C(NC(=O)c1cccnc1Cl)C(C)C (stereo unspecified)	5.2%	-0.3	51	i	26.4	-1.8%	1.7%	i	0.2	-2.2%	14.7%	-0.1%
O=C(N/N=C\c1cccnc1)c1cc(-c2ccc(Cl)s2)[nH]n1	-0.7%	-1.0	28	i	5.5	-12.1%	-26.4%	i	0.0	0.0%	6.0%	0.0%
COCCn1c(SCC(=O)N2CCCCCC2)nc2c([nH]c3ccccc32)c1=O	0.9%	2.1	56	i	7.4	-5.7%	-2.9%	i	1.1	-5.4%	16.9%	0.0%
CC(=O)Nc1ccccc1N(C)S(=O)(=O)c1ccc(C)cc1	8.2%	2.0	85	i	47.2	-29.3%	-4.2%	i	1.1	-0.9%	16.7%	-0.2%
COc1ccccc1OCCOc1ccc(/C=C2\C(=N)N3N=C(C)SC3=NC2=O)cc1	16.3%	-0.1	63	i	62.1	-43.0%	43.8%	i	0.4	-0.7%	9.1%	-0.1%
CC1CCCN(S(=O)(=O)c2csc(C(N)=O)c2)C1 (stereo unspecified)	-12.5%	0.1	64	i	7.5	-41.0%	10.6%	i	0.8	4.1%	19.8%	-0.2%
CC(=O)c1sc2nc(C)cc(C)c2c1N	14.1%	-1.6	69	i	24.4	-1.7%	2.0%	i	1.1	-2.5%	8.8%	-0.3%
Cc1cccc(C)c1NC(=O)C(c1ccccc1)N1CC(=O)Nc2ccccc21 (stereo unspecified)	12.7%	1.8	38	i	40.1	15.6%	-6.0%	i	1.0	-4.0%	-7.4%	0.2%
O=C(O)CCC(=O)N1N=C(c2ccccc2)CC1c1cccs1 (stereo unspecified)	-3.1%	1.0	66	i	44.5	1.7%	3.5%	i	0.2	1.8%	-8.1%	-0.3%
Cc1c(Cl)c(-c2n[nH]c(=S)n2CC(C)C)nn1C	-8.9%	3.6	47	i	2.1	-0.6%	48.0%	i	0.6	1.6%	-5.5%	-0.2%

Sorted by value in NOD1 inhibition (lowest first): some entries from above.
Molecule,NOD1 inhibition
Cc1c(OCc2ccc(C(=O)O)o2)ccc2c3c(c(=O)oc12)CCC3,-61.6%
Cc1ccccc1C1C(C#N)=C2N=C(N)c3ccccc3N2C2=C1C(=O)CCC2 (stereo unspecified),-5.3%
Cc1[nH]c2ccccc2c1C(=O)CN1CCC(C)CC1,-0.6%

Only part of the results is shown. The share of hits here may be higher or lower than overall.
